Source: PubChem
DENV2 CPE rescue – protects cells from dengue virus 2 cytopathic effect | AID 651640 | CPE inhibition, % at 9.99 µM | DENV2-infected cells, cytopathic effect rescue, plate reader | 350,000 tested, 1.7% active; in the data active = CPE inhibition above about 20%, passing the limit was not always enough; inconclusive = no clear call, values can overlap the other calls; tested in BHK-21 cells;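 note: 0% = median of neutral control wells and 100% = median of positive control wells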
SIRT5 inh – sirtuin-5 (human) deacylase inhibition; Purified SirT5, succinyl-peptide AMC, trypsin-coupled fluorescence; 330,000 tested, 1.1% active; AID 652115; inhibition, % at 15 µM; in the data active = inhibition above about 15%; inconclusive = no clear call, values can overlap the other calls
Target sequence (Q9NXA8 whole entry, looked up): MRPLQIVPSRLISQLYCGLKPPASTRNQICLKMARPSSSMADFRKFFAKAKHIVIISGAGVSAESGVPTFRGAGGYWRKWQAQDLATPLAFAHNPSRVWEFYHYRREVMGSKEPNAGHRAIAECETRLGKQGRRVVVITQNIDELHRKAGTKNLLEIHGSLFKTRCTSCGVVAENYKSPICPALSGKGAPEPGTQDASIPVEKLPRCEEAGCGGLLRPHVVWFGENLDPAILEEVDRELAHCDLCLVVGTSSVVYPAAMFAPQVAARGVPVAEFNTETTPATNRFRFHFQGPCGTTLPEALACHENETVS
CASP6 VEID inh – caspase-6 (human) enzyme inhibition | 350,000 tested, 0.53% active | inhibition, % at 12.5 µM | purified caspase-6, Z-VEID-R110 cleavage fluorescence | AID 686996 | P55212;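 active = mean inhibition across replicates at least about 35%, with every replicate also reaching that limit, limit read from the data; inconclusive = only one of the two criteria met; inactive = neither criterion met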;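 note: 0% = median of neutral control wells and 100% = no fluorescence left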
Target sequence (P55212 24-179 limits assumed): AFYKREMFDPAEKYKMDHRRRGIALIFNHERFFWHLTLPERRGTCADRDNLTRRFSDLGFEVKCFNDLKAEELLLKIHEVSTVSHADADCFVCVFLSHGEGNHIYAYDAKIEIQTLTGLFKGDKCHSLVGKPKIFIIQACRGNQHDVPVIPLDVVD
Target sequence (P55212 194-293 limits assumed): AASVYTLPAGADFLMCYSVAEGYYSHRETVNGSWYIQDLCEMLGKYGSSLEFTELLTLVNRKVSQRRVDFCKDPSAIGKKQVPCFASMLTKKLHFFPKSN
LGR2 antag – Drosophila LGR2 receptor signaling inhibition; HEK293 LGR2, CRE-luciferase, bursicon-stimulated, 4 h; inhibition, % at 9.99 µM; 380,000 tested, 0.35% active;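 active = drop in luminescence signal, shown as inhibition above about 50% in the replicate tests, limit read from the data, passing the limit was not always enough; inconclusive = probably only some replicates passing the limit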;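 note: agonist challenge used bursicon conditioned medium at about half maximal strength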
ARNT-TACC3 inh – ARNT/TACC3 interaction disruption. AlphaScreen His-ARNT PAS-B/GST-TACC3 binding, luminescence; TACC3 fragment carries E629A point mutation. Q9Y6A5. 390,000 tested, 0.66% active. inhibition, % at 9.99 µM;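 active = mean inhibition of replicates at least 50% and at least half of replicates each reaching 50%; inconclusive = half or more replicates reach 50% but mean below 50%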;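 note: 0% = complete ARNT plus TACC3 wells and 100% = ARNT alone without TACC3; many hits fall short of the cut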
EWS-Fli inh – blocks EWS/Fli oncoprotein-driven transcription. inhibition, % at 12.6 µM. 350,000 tested, 0.67% active. A673 NR0B1-luciferase reporter, viability-normalised;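 active = mean inhibition of at least 50% after viability correction, with every replicate also passing that limit; inconclusive = mean reaches 50% but only one of two replicates passes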;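 note: firefly luciferase signal divided by Alamar Blue viability fluorescence both relative to DMSO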
PAX8 reporter – lowers PAX8-driven luciferase in RMG-I cells; RMG-I TPO-luciferase reporter, SteadyGlo, 24 h; inhibition, % at 12.6 µM; 360,000 tested, 1.2% active; AID 652154;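 active = mean replicate inhibition at least 60% with every replicate also reaching 60%; inconclusive = only one of the two criteria is met; inactive = mean below 60% and not all replicates reaching 60%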;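 note: luciferase light reporting Pax8 driven TPO promoter activity; plate controls were median of neutral control wells for no effect and mitoxantrone controls for full effect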
Numbers without * were called inactive; ? = inconclusive; . = no result given; & = joins results of further samples. Outcome played no part in choosing rows (roughly 4.9% active in at least one column).

SMILES | DENV2 CPE rescue | SIRT5 inh | CASP6 VEID inh | LGR2 antag | ARNT-TACC3 inh | EWS-Fli inh | PAX8 reporter
CCc1ccc(OCc2nnc(SCC(=O)NCC3CCCO3)n2C)cc1 (stereo not given) | -7 | -4 | -1 | -7 | . | -1 | -10
N#Cc1ccc(N2C(=O)[C@@H]3C(C(=O)C(c4ccccc4)c4ccccc4)=NN[C@@H]3C2=O)cc1 | -5 | 0 | -3 | -6 | 7 | -6 | 3
CCOC(=O)C1CCN(c2ncnc3c2nnn3Cc2ccccc2Cl)CC1 | 9 | -3 | 0 | 0 | -1 | 8 | -23
C[C@@H]1CN([C@H](C)CO)C(=O)c2cccc(NC(=O)c3cnccn3)c2O[C@@H]1CN(C)C(=O)Nc1ccccc1 | -5 | -2 | 1 | -1 | -10 | 0 | -3
CCOc1ccc2nc(NC(=O)Nc3cccs3)sc2c1 | 2 | 2 | -3 | -29 | 6 | -39 | -202
C/C(=N\Nc1cc(N2CCOCC2)nc(C)n1)c1ccc(F)cc1 | -2 | 3 | -7 | -3 | -29 | 11 | -6
CCOC(=O)c1cccc(NC(=O)CCCn2c(=O)c3cccn3c3cccnc32)c1 | 7 | -1 | -2 | -21 | -1 | . | -2
CCCNC(=O)N(C)C[C@@H]1Oc2ncc(-c3ccncc3)cc2C(=O)N([C@@H](C)CO)C[C@H]1C | 12 | -1 | 0 | -16 | -7 | -7 | .
CCOC(=O)c1c(C)[nH]c(C)c1S(=O)(=O)N(C)CC(=O)N(C)Cc1ccccc1 | 7 | -1 | 0 | 8 | -2 | -3 | -1
Cc1csc2ncnc(N3CCN(C(=S)Nc4ccc(C(F)(F)F)cc4)CC3)c12 | 1 | -3 | -2 | 23 | -26 | -1 | 10
COc1ccc(CNC(=O)CSc2nc(SC)ns2)cc1 | 13 | -1 | -2 | -6 | 1 | 6 | 18
Cc1cc(C)c2cc(CN(Cc3cccs3)Cc3nnnn3CC3CCCO3)c(=O)[nH]c2c1 (stereo not given) | -1 | -2 | 2 | -2 | 2 | 10 | .
COc1ccccc1-c1ccc(=O)n(CC(=O)NC(C)(C)C)n1 | -2 | -2 | -2 | -4 | -6 | -6 | .
O=C(C[C@H]1CC[C@@H](NC(=O)c2ccncc2)[C@@H](CO)O1)Nc1ccccc1 | -5 | 1 | 1 | 5 | -11 | -9 | 5
CN(C1CCCCC1)S(=O)(=O)c1ccc2c(c1)CCC(=O)N2 | 5 | -4 | 2 | 4 | -1 | 4 | .
CCCn1c(CN2CCN(C(=O)c3ccco3)CC2)nc2c1c(=O)n(C)c(=O)n2C | -5 | -2 | 1 | 13 | 7 | -2 | 13
COc1ccc(/C=C/C(=O)c2ccc(C(=O)/C=C/c3ccc(OC)c(OC)c3)cc2)cc1OC | 1 | -15 | -2 | 7 | -16 | 62* | 25
NC(Cc1ccc(F)cc1)c1csc(Nc2ccc(C(=O)c3ccccc3)cc2)n1 (stereo not given) | 3 | . | -2 | 6 | . | 45 | 27
COCC(=O)N1CCC(Oc2ccc(C(=O)NC(C)c3nccs3)cc2)CC1 (stereo not given) | -1 | 0 | -1 | 0 | -3 | -5 | 20
CO[C@H]1CN(C)C(=O)c2ccc(NC(C)=O)cc2OC[C@@H](C)N(C(=O)c2ccncc2)C[C@H]1C | 4 | 4 | . | -6 | 1 | 6 | .
O=C(COC(=O)[C@H](Cc1c[nH]c2ccccc12)NC(=O)c1cccs1)NCc1ccccc1 | -11 | 12 | 0 | 15 | 4 | 8 | 66*
COc1cc(Br)c(Br)c(Br)c1N | 6 | -4 | 2 | -2 | 6 | -4 | -8
COc1ccc(NC(=O)Nc2ccc3c(c2)C(=O)N([C@@H](C)CO)C[C@H](C)[C@H](CN(C)S(=O)(=O)c2ccc(C)cc2)O3)cc1 | -10 | -2 | 0 | 16 | 7 | 10 | -12
COc1cc(Cl)c(C)cc1NC(=O)COC(=O)c1cc(SC)ccc1Cl | 3 | -6 | -3 | 7 | 13 | 11 | -3
Cc1cccc(NC(=O)C(=O)NCC2CCCN2S(=O)(=O)c2cccs2)c1 (stereo not given) | -6 | 2 | 0 | . | . | -2 | -12

Sorted by length of the SMILES (smallest number first): some entries from above
SMILES | DENV2 CPE rescue | SIRT5 inh | CASP6 VEID inh | LGR2 antag | ARNT-TACC3 inh | EWS-Fli inh | PAX8 reporter
COc1cc(Br)c(Br)c(Br)c1N | 6 | -4 | 2 | -2 | 6 | -4 | -8
COc1ccc(CNC(=O)CSc2nc(SC)ns2)cc1 | 13 | -1 | -2 | -6 | 1 | 6 | 18
COc1ccc(/C=C/C(=O)c2ccc(C(=O)/C=C/c3ccc(OC)c(OC)c3)cc2)cc1OC | 1 | -15 | -2 | 7 | -16 | 62* | 25

(more compounds)
SMILES | DENV2 CPE rescue | SIRT5 inh | CASP6 VEID inh | LGR2 antag | ARNT-TACC3 inh | EWS-Fli inh | PAX8 reporter
Cc1ccc(S(=O)(=O)N2c3ccccc3-c3c(ssc3=S)C2(C)C)cc1 | 13 | -2 | -3 | . | 17 | -2 | -9
Cc1ccc(C2CC(c3ccccc3)=NN2C(=O)CSc2nnc(-c3ccncc3)n2C)o1 (stereo not given) | -10 | -4 | 3 | -16 | -1 | 13 | 36
C[C@@H]1CN([C@@H](C)CO)C(=O)c2cc(N(C)C)ccc2O[C@H]1CN(C)S(=O)(=O)c1ccccc1 | 79* | 1 | -1 | -42 | 11 | 4 | -7
O=C(c1cnccn1)N1CC(=O)N2[C@H](CO)[C@H](c3ccc(C#CC4CCCCC4)cc3)[C@@H]2C1 | -4 | 6 | -1 | 7 | . | 10 | -9
O=C(c1cc(-c2ccccc2Cl)nc2ccc(Br)cc12)N1CCN(c2ccccn2)CC1 | 3 | -2 | 2 | 68* | 1 | . | -2
COc1ccc2oc(=O)c(C(=O)N3CCN(C(=O)c4ccccc4)CC3)cc2c1 | -5 | -5 | 0 | 11 | -2 | . | 4
CC(=O)C1=C(O)C(=O)OC1c1ccc(C)cc1 (stereo not given) | 2 | -2 | 4 | -12 | 2 | 4 | -7
C[C@@H]1CN([C@@H](C)CO)C(=O)Cc2cc(NC(=O)Cc3cn(C)c4ccccc34)ccc2O[C@H]1CN(C)Cc1ccc(-c2ccccc2)cc1 | -2 | 9 | 2 | 6 | . | 18 | .
O=C(C[C@@H]1CC[C@H](NC(=O)C2CC2)[C@H](CO)O1)NCc1ccncc1 | 5 | 2 | -3 | -4 | -3 | -8 | -9
COCc1ccc(C(=O)Nc2ccccc2C(=O)NCc2cccnc2)cc1 | -4 | 1 | -1 | -10 | -5 | -4 | -13
CCOC(=O)C1CCN(S(=O)(=O)c2ccc3c4c2CC(=O)N4CC(C)S3)CC1 (stereo not given) | 8 | . | 4 | -3 | -18 | -3 | -34
O=C(O)CC1(CC(=O)N2CCC(C(=O)O)CC2)CCCC1 | 1 | -5 | -2 | -1 | 5 | 6 | 26
NC(=O)C1CCN(C(=O)C(=O)c2cn(CC(=O)N3CCCC3)c3ccccc23)CC1 | -7 | 2 | 1 | 3 | -5 | . | -13
CCOc1c(Br)cc(Br)cc1/C=C1\SC(N)=NC1=O | -3 | 15* | 2 | 5 | -8 | 5 | -6
O=C(Cc1ccccc1)NC(CSSCC(NC(=O)Cc1ccccc1)C(=O)O)C(=O)O (stereo not given) | -8 | . | 1 | -7 | -3 | -22 | -23
Cc1ccc(NC(=S)N(C)N)cc1Cl | 2 | 1 | -5 | -10 | 4 | -4 | -21
CC(C(c1ccc2c(c1)OCO2)c1c(N)n(C)c(=O)n(C)c1=O)[N+](=O)[O-] (stereo not given) | -8 | -2 | 3 | . | -12 | 8 | -12
Cc1ccc(C)c(NC(=S)NC(C)C(c2cccs2)N2CCOCC2)c1 (stereo not given) | -7 | 2 | 1 | 2 | -3 | 0 | 5
COc1ccc(-n2c(=O)c3c(C)c(C)sc3n(Cc3cccc(F)c3)c2=O)c(OC)c1 | . | -2 | 0 | 12 | 1 | 11 | -4
O=C(NNc1cccc(Cl)c1)c1cccnc1Oc1ccccc1 | 1 | . | 2 | -1 | -1 | 6 | -20
Cc1cc(C)n2nc(C(=O)N/N=C/c3ccccc3Cl)nc2n1 | -1 | 0 | -1 | -17 | -4 | -2 | -23
C=CCN1C(=O)C2(NC(=O)c3ccccc3N2)c2ccccc21 (stereo not given) | -2 | -5 | -2 | 17 | 2 | -7 | 1
O=C(N/N=C1\CC(c2ccccc2)Oc2ccccc21)c1ccc(O)cc1 (stereo not given) | 6 | 3 | 4 | -26 | 14 | -8 | -21
CCn1c(=O)[nH]c(=O)c2c(N)c(C(=O)c3cc(F)ccc3F)sc21 | 2 | 3 | 1 | -5 | 11 | 20 | -70
COc1ccc(NC(=O)N(C)C[C@@H]2OCCCC[C@H](C)Oc3ccc(NC(=O)Cc4ccccc4)cc3C(=O)N([C@H](C)CO)C[C@@H]2C)cc1 | 6 | 5 | -4 | 24 | 25 | 0 | .
Next section:
SMILES | DENV2 CPE rescue | SIRT5 inh | CASP6 VEID inh | LGR2 antag | ARNT-TACC3 inh | EWS-Fli inh | PAX8 reporter
Cc1ccc(S(=O)(=O)N(C)C[C@@H]2Oc3ncc(C#CCC(C)C)cc3C(=O)N([C@H](C)CO)C[C@H]2C)cc1 | -1&-3&-2 | 0&4&2 | 6&-2&1 | -1&-2 | -3&-9 | -1&-3&-9 | 31
COc1ccc(-c2nsc3c(SCc4ccccc4)ncnc23)cc1 | . | . | . | -15 | 1 | . | -2
COCC(=O)N1C[C@H](C)[C@@H](OC)CN(C)C(=O)c2ccc(NC(=O)Nc3cccc(F)c3)cc2OC[C@@H]1C | 2 | 0 | 2 | -1 | . | -8 | .
CCN(CC)c1ccc(/C=N/Nc2nc(C)cc(=O)[nH]2)c(O)c1 | -10 | 2 | -2 | 15 | 64* | 19 | 75*
CCN(CC)S(=O)(=O)c1ccc(N2CCOCC2)c(NC(=O)C2CCCC2)c1 | . | . | . | 8 | -21 | . | -14
COc1ccccc1N1CCN(CCCCOc2ccc(C)cc2C)CC1 | 14 | -5 | -3 | 2 | 3 | 11 | 25
O=C(CN1C(=O)c2ccccc2C1=O)NCc1ccc(C(=O)O)cc1 | 9 | -5 | 24 | 0 | 3 | -4 | -7
CCC1CCCCN1CCCNC(=O)c1ccc(N2CCCC2=O)cc1 (stereo not given) | 1 | 0 | -7 | -6 | -4 | 5 | -11
CCN1C[C@@H]2[C@@H]3C(=O)N(Cc4ccccc4)C(=O)[C@@H]3[C@](C)(C1=O)N2C(=O)c1ccc(C)cc1 | 20 | -1 | 2 | 9 | 0 | 3 | 10
Cc1ccc(NC(=O)Cn2cccc2C2=NC(c3ccccc3)CO2)cc1C (stereo not given) | 103* | 5 | -4 | . | -2 | 1 | 2
CNC(=O)COc1ccc(C=O)cc1OC | . | . | . | 9 | -9 | . | 14
O=C(Nc1cc(F)ccc1F)N1C[C@@H]2[C@H](c3ccccc31)[C@H](CO)N2C(=O)c1ccccc1 | ? | 5 | 0 | 7 | . | -8 | 1
O=C(c1ccccc1Cl)N1CCN(S(=O)(=O)N2CCCCC2)CC1 | -1 | -3 | 2 | 3 | -15 | -6 | -7
CCOC(=O)C1CCN(c2cc(=O)n(-c3ccc(OC)cc3)c(=O)[nH]2)CC1 | -5 | -5 | 1 | 2 | 4 | -2 | 6
CCSCCOC(=O)C1=C(C)N(C)C(=O)NC1c1ccc2c(c1)OCO2 (stereo not given) | 1 | -3 | 3 | 6 | -2 | -2 | -25
COc1ccc(C)cc1NC(=O)CCc1ccc(S(=O)(=O)N2CCOCC2)cc1 | 0 | 2 | 0 | 4 | -3 | 8 | 0
Cc1ccc(S(=O)(=O)N2CCCC2)cc1[N+](=O)[O-] | . | . | . | -6 | -1 | . | -5
CC(C)C[C@H](NC(=O)N1CCn2c1nc1ccccc12)C(=O)N[C@@H](C(=O)O)c1ccccc1 | ? | 1 | -2 | 3 | 22 | 7 | .
CCCCN(C)Cc1c(C(=O)N2CCc3ccccc3C2)nc2ccc(Cl)cn12 | 0 | -1 | -2 | 11 | 2 | 11 | 12
Cn1c(=O)n(Cc2ccccc2)c2ccccc21 | 7 | -1 | 1 | -24 | -11 | -1 | .
